Large T inhibition = SV40 large T antigen inhibitors, biochemical (AID 1903); SV40 large T antigen ATPase/helicase inhibition assay; higher % means a stronger effect; one-dose inhibition, % at 20 µM; IC50 in µM for titrated hits; hit rate 0.39% among 310,000; in the data active means a potency from the dose series; further: strong numbers were not always called active
GPR55 antagonists = GPR55 antagonists blocking LPI-driven arrestin recruitment, primary screen, imaging, U2OS, beta-arrestin-GFP, LPI agonist (AID 2013). G-protein coupled receptor 55 (Homo sapiens). U2OS GPR55 beta-arrestin-GFP translocation imaging, LPI antagonism; higher % means a stronger effect. inhibition, % at 10 µM; hits with a dose series show IC50 in µM. hit rate 0.13% among 290,000;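 active means spots per cell inhibited over 60%, with over 100 cells counted and total cytoplasm intensity under 500,000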;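 further: U2OS cells stably carrying GPR55 and arrestin-GFP stimulated by 5 µM LPI near EC80; imaged beta-arrestin-GFP aggregate spots per cell after agonist stimulation; plate controls were LPI-stimulated DMSO wells for no effect and DMSO wells without LPI for full effect; some results filed as inactive read as strong as hits; confirmed hits need IC50 under 10 µM and bright autofluorescent wells are also inconclusive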
MgcRacGAP inhibition = MgcRacGAP GTPase-activating activity inhibitors, confirmation, biochemical, ADP Hunter fluorescence | AID 624330, 2012 | hit rate 0.6% among 340,000 | inhibition, % at 30 µM, or IC50 in µM where a hit was titrated | MgcRacGAP-stimulated Rac1 GTP hydrolysis, ADP Hunter fluorescence; higher % means a stronger effect; GST-tagged Rac1 F28L mutant substrate;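 active means first-screen hits whose inhibition reached a set limit at any dose in the follow-up dose series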;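 further: fluorescence reports GDP produced by GAP-driven GTP hydrolysis; strong numbers were not always called active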
Dengue-2 NS5 capping = Dengue-2 NS5 methyltransferase inhibitors, primary screen, biochemical, confirmation dose response (AID 588689) | Genome polyprotein (Dengue virus type 2 (strain 16681-PDK53)) | Dengue-2 NS5 methyltransferase capping enzyme assay, biochemical; higher % means a stronger effect | inhibition, % at 25 µM; hits with a dose series show IC50 in µM | hit rate 0.3% among 340,000; in the data active means a potency from the dose series
RSV CPE inhibition = RSV antiviral activity via CPE protection, HEp-2 cells, primary 10 µM value included (AID 2391) | HEp-2 cells, RSV-induced CPE inhibition; higher % means a stronger effect | one-dose CPE inhibition, % at 10 µM; IC50 in µM for titrated hits | hit rate 0.13% among 310,000; in the data active means a potency from the dose series; further: strong numbers were not always called active
K1F lysis inhibition = inhibition of K1F phage lysis, E. coli UTI89, bacterial capsule biogenesis inhibitors, alamar blue (AID 488966); E. coli UTI89 K1F phage lysis, alamar blue, 2 h; higher % means a stronger effect; one-dose inhibition, % at 100 µM; IC50 in µM for titrated hits; hit rate 0.02% among 340,000;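 active means phage lysis inhibition, versus mean bacterial control, above a set limit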;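 further: capsule biogenesis inhibitors block K1F phage lysis so surviving cells raise fluorescence; higher fluorescence means more inhibition of phage lysis; actives were called in the ten point dose series up to 300 µM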
HIV fusion peptide = inhibitors of HIV fusion peptide binding, primary screen, biochemical, uHTS, fluorescence dequenching (AID 1986); inhibition, % at 20 µM, or IC50 in µM where a hit was titrated; cell-free peptide binding, fluorescence dequenching, 30 min; higher % means a stronger effect; hit rate 0.3% among 290,000; in the data active means inhibition mostly above about 52%, no sharp cut-off; inactive means mostly below about 76%; further: some results filed as inactive read as strong as hits
PhoP inhibition = inhibitors of PhoP regulon expression, primary screen, Salmonella Typhimurium, GFP reporter (AID 1863) | S. Typhimurium PhoP-regulated promoter GFP reporter, 4 h; higher % means a stronger effect | inhibition, % at 50 µM, or IC50 in µM where a hit was titrated | hit rate 0.16% among 300,000;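 active means inhibition over 29.93%, a cutoff 3 SD above the screen mean, later confirmed by dose response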;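 further: 0% = low Mg2+ inducing control and 100% = high Mg2+ repressing control; strong numbers were not always called active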
GPR35 arrestin U2OS = GPR35 antagonists blocking zaprinast-driven arrestin recruitment, primary screen, imaging, U2OS, beta-arrestin-GFP, zaprinast agonist (AID 2058); inhibition, % at 10 µM, or IC50 in µM where a hit was titrated; U2OS GPR35 beta-arrestin-GFP translocation imaging, zaprinast antagonism; higher % means a stronger effect; hit rate 0.052% among 290,000; G-protein coupled receptor 35 (Homo sapiens);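 active means inhibition of at least 50% with at least 30 cells and total cytoplasm GFP at most 10,000,000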
Dengue-2 NS5 capping pilot replicate = also measured in Dengue-2 NS5 capping; calls as there; inhibition, %; measured here: pilot screen replicate inhibition
Active calls of the source: *; i = inactive; · = no result given; & = joins results of further samples; [ ] = another dose, or the depositor's remark.

SMILES | Large T inhibition | GPR55 antagonists | MgcRacGAP inhibition | Dengue-2 NS5 capping | RSV CPE inhibition | K1F lysis inhibition | HIV fusion peptide | PhoP inhibition | GPR35 arrestin U2OS | others
O=C(NC(Cc1c[nH]c2ccccc12)C(=O)O)c1ccco1 (centres undefined) | 10% | -10% | 4% | 4% | 1.1% | 0.2% | -0.6% | -4% | -5%
CSc1ncccc1C(=O)OCC(=O)NCCC1=CCCCC1 | 10% | · | 4% | -4% | -1.0% | 1.5%[50 µM] | · | 1% | ·
CC1(C)Cc2c(cnn2-c2ccc(F)cc2)C(NC(=O)CCn2cncn2)C1 (centres undefined) | 30% | 16% | 9% | -12% | 1.1% | 0.1% | 0.7% | 2% | 1%
Cc1cccc(C(=O)NCC(=O)OCC(=O)c2ccc(Cl)s2)c1 | 64% | 2% | 8% | -4% | 0.9% | 0.1% | 3.7% | -4% | 5%
CC1(C)NC(=O)N(CC(=O)OCc2cc(=O)n3cc(Br)ccc3n2)C1=O | -3% | -4% | 4% | -1% | 0.4% | -0.3% | -1.6% | -10% | 0%
Cc1ccc(NC(=S)NC(=O)CC2CC(C)(C)OC2=O)cc1 (centres undefined) | 6% | 11% | 3% | -2% | 1.3% | -0.1% | 2.1% | -8% | -4%
Cc1ccc(CN2C(=O)CCC2C(=O)NC(C)C)cc1 (centres undefined) | 7% | -6% | 13% | -1% | -0.8% | 1.0% | 0.1% | -4% | 0%
Cc1oc(C2CC2)cc1C(=O)O | 7% | 2% | 7% | 5% | 4.9% | 0.4% | 2.9% | 0% | 2% | Dengue-2 NS5 capping pilot replicate=-5.2
Cn1cccc1CC(=O)NNC(=S)Nc1ccccc1Cl | 29% | 3% | 10% | -3% | -0.1% | 0.3% | 31% | 9% | -6%
CC(C)c1ccc(S(=O)(=O)N2CCN(C(=O)CCNC(=O)Nc3ccccc3)CC2)cc1 | · | · | 6% | -19% | 0.1% | 0.0%[50 µM] | · | · | ·
CSc1ccc(CN2CCC(CO)(CCOc3ccccc3)CC2)cc1 | 6% | 3% | -21% | -6% | -1.0% | -2.2% | -0.5% | 4% | -7%
COc1ccc2c(c1OC)C(=O)OC2Nc1ncc(Br)cc1Br (centres undefined) | 23% | -6% | 9% | 0% | 1.3% | 0.1% | 2.4% | 8% | 12%
COc1ccc(C(=O)C2CCCN(C(=O)/C=C/c3ccccn3)C2)c(C)c1 (centres undefined) | 14% | 6% | 8% | 0% | 1.7% | -0.2% | 2.8% | 2% | -4%
COc1cc(OC)c(N2CC(C(=O)Nc3cc(Cl)ccc3N3CCOCC3)CC2=O)cc1Cl (centres undefined) | · | · | 0% | 3% | 3.3% | -0.5%[50 µM] | · | · | ·
COc1ccccc1C(=O)Nc1ccnn1C1CCN(Cc2cnn(C)c2)CC1 | -1% | 0% | 4% | 0% | -0.9% | 0.7% | -0.5% | 0% | 6%
COc1ccc(C(=O)n2cnc3ccccc32)cc1 | 10% | -3% | 1% | 3% | 2.5% | -0.1% | -0.5% | -5% | 2%
Cc1cc(OC(=O)c2ccccc2C)c([N+](=O)[O-])c(=O)[nH]1 | -1% | 1% | 10% | 2% | 0.8% | 0.1% | -0.2% | -1% | -17%
Cc1ccc(-c2cn(-c3ccccc3)c3[n+]2CCCS3)cc1 | 1%&5% | 18%&-1% | 9%&13% | -3%&-5% | 1.4%&0.7% | 0.7%&0.1% | -1.0%&-1.2% | -1%&6% | 3%&7%
O=S1(=O)CC2N=C(N(Cc3c(F)cccc3Cl)c3ccccc3F)SC2C1 (centres undefined) | 1% | 5% | 5% | 4% | 0.9% | 2.3% | -0.3% | 10% | -2%
O=C(CSc1nc2ccccc2[nH]1)NC(=O)NCc1ccco1 | 0% | 6% | 8% | 1% | 0.5% | 3.0% | 5.7% | 6% | -15%
CC(C)CC(=O)Nc1ccc2c(c1)OCO2 | 10% | 4% | 5% | -4% | 0.1% | -0.7% | 0.3% | 2% | 17%
Cc1nc2nc(C)c(CCC(=O)N3CCc4ccccc43)c(C)n2n1 | 1% | -1% | 10% | 4% | 1.1% | 6.1% | -1.8% | 3% | -6%
Cc1ccc(N2C(=O)c3ccc(N)cc3C2=O)cc1 | 3% | 20% | 8% | 5% | 1.0% | 0.3% | 0.4% | -5% | 2%
NS(=O)(=O)c1ccc(CNC(=O)c2ccc3c(=O)n4c(nc3c2)CCC4)cc1 | 13% | · | 4% | -1% | -1.1% | 0.5%[50 µM] | · | -7% | ·
COc1cc(NC(=O)CSc2cc(C)c3cc(C)cc(C)c3n2)c(C(=O)O)cc1OC | 11% | -3% | 7% | 2% | 2.4% | 0.1% | 24% | -2% | 5%
Carrying on:
SMILES | Large T inhibition | GPR55 antagonists | MgcRacGAP inhibition | Dengue-2 NS5 capping | RSV CPE inhibition | K1F lysis inhibition | HIV fusion peptide | PhoP inhibition | GPR35 arrestin U2OS | others
CC(=O)NC(CCS(C)(=O)=O)C(=O)Nc1c(C)cccc1C (centres undefined) | 3% | -3% | -4% | 6% | 1.7% | -0.4% | 1.5% | -3% | 15%
Cc1csc(=O)n1CC(=O)OCC(=O)N(CC(C)C)c1c(N)n(Cc2ccccc2)c(=O)[nH]c1=O | 14% | · | 1% | -2% | -1.4% | 1.2%[50 µM] | · | -7% | ·
O=C(O)CC1(CC(=O)Nc2ccc(F)c(Cl)c2)CCCCC1 | 9% | 12% | · | · | 1.2% | · | 8.5% | -14% | 3%
COc1ccc(/C=N/NC(=O)CCn2nnc3ccccc32)cc1 | 4% | -4% | 16% | -1% | · | -0.6% | -0.7% | 1% | 28%
CN(CC(=O)Nc1ccc(N2CCOCC2)cc1)Cc1cc(=O)n2ccsc2n1 | 5% | -2% | 5% | 6% | -0.3% | 0.3% | 0.8% | -2% | 9%
O=C(Nc1nc(-c2ccc(-c3ccccc3)cc2)cs1)C1=COCCO1 | 0% | 15% | 9% | 1% | 1.8% | 3.1% | 1.7% | -17% | -1%
CCC(C)(C)NC(=O)CN(C(=O)CNS(=O)(=O)c1ccccc1)c1ccccc1 | -3% | 9% | 5% | 1% | 0.1% | 0.5% | -3.2% | 11% | 15%
COc1ccc(CCNC(=O)c2cc(-c3cc(C)ccc3O)n[nH]2)cc1OC | 11% | -4% | 10% | 3% | 2.2% | -0.1% | -0.1% | -4% | -5%
Cc1c(C(=O)Nc2ccc(Cl)cc2)c2ccccn2c1C(=O)c1ccc(F)cc1 | 17% | -2% | 0% | -7% | 1.3% | 1.6% | 1.4% | 3% | -3%
O=C(NN1CCOCC1)c1ccc(Cl)c([N+](=O)[O-])c1 | 8% | 0% | 9% | 3% | 2.5% | -0.1%[50 µM] | -0.7% | -3% | -12%
COc1ccc(/C=C2\SC(=S)N(CCCCCC(=O)Nc3cc(C)on3)C2=O)cc1OC | 6% | 14% | 5% | 10% | 0.7% | -0.1% | 18% | -2% | 6%
O=C(NCc1ccccn1)C(=O)NCc1ccccn1 | 6% | 2% | -10% | 9% | 2.5% | 0.6% | 0.1% | -4% | 17%
N#CCCN(C(=O)Cn1nc(C(=O)O)c2ccccc2c1=O)c1ccccc1 | -2% | -4% | 8% | 6% | 0.6% | 0.5% | 0.4% | -8% | 1%
COC(=O)CCC(C)N1CCC(Oc2ccc(C(=O)N3CCCC3)cc2)CC1 (centres undefined) | 0% | 10% | 12% | 5% | 2.6% | 1.9%[50 µM] | 5.4% | 3% | -1%
NC(=O)c1ncn([C@@H]2O[C@H](CO)[C@@H](O)[C@H]2O)n1 | 10% | 11% | 4% | -7% | 1.2% | i | 0.4% | 3% | 12%
Cc1cccc(OCCNC(=O)c2ccc(Cl)c(S(=O)(=O)NCc3cccnc3)c2)c1 | · | · | 3% | 10% | 0.7% | 0.1%[50 µM] | · | · | ·
N#Cc1ccc(CSC2=NCCN2)cc1 | 16% | 6% | -3% | -2% | 1.3% | -0.1% | 1.0% | -12% | -12%
C=CCNC(=O)/C=C/c1ccc(C(C)C)cc1 | 1% | 2% | 5% | -4% | 4.3% | 1.3%[50 µM] | 3.2% | -10% | -13%
CCO[C@@H]1OC(C(=O)Nc2ccccc2)=C[C@H](c2ccc(C(F)(F)F)cc2)[C@H]1CCCO | 6% | 28% | 10% | -6% | 18% | 0.2% | 1.8% | -9% | -22%
CNC(=O)Nc1cccc(-c2cc(-c3c(Cl)cccc3Cl)no2)c1 | 4% | 2% | 4% | 5% | 20% | 1.3% | 1.1% | 21% | 14%
C(=N\N1CCN(c2ccccc2)CC1)/c1ccccc1 | 8% | 2% | 10% | -7% | 1.8% | 0.2% | 1.6% | 7% | 2%
C=CCN1C(=S)CC(c2ccccc2)=Nc2ccccc21 | 11% | 4% | 14% | 3% | 2.1% | 1.2% | -1.2% | -6% | 2%
Cc1ccc(Cl)c(OCC(=O)Nc2ccc3c(c2)OCCO3)c1 | -4% | -18% | 6% | -13% | 2.9% | 2.0% | -1.0% | 0% | 2%
CCOC(=O)c1cnc2ccc(OC)cc2c1NCCc1ccc(OC)c(OC)c1 | 6% | 16% | 10% | -5% | 6.7% | 5.2%[50 µM] | -1.4% | 6% | 10%
Oc1ccccc1-c1cc(C(F)(F)C(F)F)nc(-c2ccccc2)n1 | -8% | 13% | 4% | -1% | 2.0% | -0.1% | 1.0% | 14% | -8%
Next structures:
SMILES | Large T inhibition | GPR55 antagonists | MgcRacGAP inhibition | Dengue-2 NS5 capping | RSV CPE inhibition | K1F lysis inhibition | HIV fusion peptide | PhoP inhibition | GPR35 arrestin U2OS | others
CC(=O)NCC(=O)OCC(=O)N1c2ccccc2Sc2ccccc21 | 12% | 10% | 5% | 1% | 1.9% | 0.2% | -1.4% | 1% | -9%
CC1(C)CC(=O)N(c2ccc(Cl)cc2Cl)C(=O)C1 | 25% | 5% | 6% | -4% | 1.2% | -0.1% | -0.2% | -4% | 15%
Cc1cc(C)c(S(=O)(=O)ON2C(=O)c3ccccc3C2=O)cc1C | 8% | -13% | 16% | 76µM* | -1.9% | 0.6% | 7.4% | 2% | -20%
O=C(Nc1ccc(NC(=O)c2ccco2)nc1)c1cccnc1 | 0% | 3% | -5% | 3% | 0.7% | 0.2% | 3.7% | 0% | 3%
CC(C)(Oc1ccc(Cl)cc1)C(=O)NC1CCSC1=O (centres undefined) | 17% | 6% | 4% | -5% | 0.3% | 0.2% | -0.5% | -2% | -6%
COc1cccc(C(=O)NN2CCOCC2)c1 | 19% | · | 2% | -1% | · | 0.8% | · | · | ·
CC(C)CCN(N=O)[C@@H](Cc1ccccc1)CN(N=O)[C@@H](Cc1ccccc1)CN(C)N=O | 12% | 10% | 6% | 3% | -2.2% | 0.7% | 2.8% | -9% | -5%
